# Screening data from PubChem BioAssay.
# TPT1 inh – C. albicans TPT1 enzyme inhibition. inhibition, % at 5 µM. recombinant caTPT1, FP RNA substrate dephosphorylation. AID 1962. 0.81% of 300,000 active;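 active = inhibition above the mean of all tested compounds plus 3 SD, set per screening campaign, cut at about 24% in these data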;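 note: plate controls were DMSO alone for no effect and ferristatin control at 100 nM for full effect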
# GASC-1 inh – inhibitors of human GASC-1 (JMJD2C) demethylase. GST-JMJD2C(1-420) H3K9me3 demethylation, DELFIA europium. 0.069% of 330,000 active. inhibition, % at 2.35 µM;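 active = more than half of a compound's replicate wells show inhibition beyond 50%, single wells judged on their own value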;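 note: signal counts dimethyl H3K9 product captured on neutravidin plate; 0% = median of DMSO wells and 100% = 0.3 times that DMSO median; strong numbers were not always called active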
# PREPL inhibitor – inhibitors of human prolyl oligopeptidase-like enzyme PREPL. AID 2751. inhibition, % at 5.96 µM. 0.68% of 320,000 active. recombinant PREPL, fluorescence polarization activity-based probe; in the data active = inhibition above about 43%;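 note: 0% = enzyme with DMSO and 100% = wells lacking enzyme; many of its hits are not listed in these tables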
# Target sequence (Q4J6C6 whole entry, looked up): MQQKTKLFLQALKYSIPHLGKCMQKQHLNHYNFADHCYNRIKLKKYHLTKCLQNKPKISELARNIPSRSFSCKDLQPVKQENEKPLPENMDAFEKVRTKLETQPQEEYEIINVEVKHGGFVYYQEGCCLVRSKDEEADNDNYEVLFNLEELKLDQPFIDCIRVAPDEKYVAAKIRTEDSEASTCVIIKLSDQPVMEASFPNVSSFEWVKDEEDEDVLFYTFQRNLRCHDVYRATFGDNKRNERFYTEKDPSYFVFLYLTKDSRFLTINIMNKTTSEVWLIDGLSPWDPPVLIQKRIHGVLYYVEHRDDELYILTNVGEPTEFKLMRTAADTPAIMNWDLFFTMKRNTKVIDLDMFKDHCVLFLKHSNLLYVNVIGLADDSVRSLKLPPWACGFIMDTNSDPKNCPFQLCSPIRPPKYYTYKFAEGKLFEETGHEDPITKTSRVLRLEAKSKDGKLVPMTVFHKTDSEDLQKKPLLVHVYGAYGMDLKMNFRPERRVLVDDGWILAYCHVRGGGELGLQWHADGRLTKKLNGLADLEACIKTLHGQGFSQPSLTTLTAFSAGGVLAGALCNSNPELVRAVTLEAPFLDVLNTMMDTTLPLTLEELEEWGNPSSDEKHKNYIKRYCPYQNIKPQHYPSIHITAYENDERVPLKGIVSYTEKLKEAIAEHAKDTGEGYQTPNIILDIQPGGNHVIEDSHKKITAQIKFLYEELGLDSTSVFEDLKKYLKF
# PP5 inh – blocks human protein phosphatase 5 activity. 0.18% of 320,000 active. purified PP5c, OMFP substrate fluorescence. inhibition, % at 6.7 µM. P53041;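 active = inhibition above the campaign's mean inhibition across all tested compounds plus 3 SD, cut at about 9.5% in these data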;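 note: 0% = DMSO only and 100% = 100 µM cantharidin control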
# core dimer inh – blocks dimerization of HCV core protein. TR-FRET GST/Flag-core106 dimerization, 1536-well. inhibition, % at 5 µM. 0.33% of 300,000 active;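 active = inhibition above the mean of all tested compounds plus 3 SD, set per screening campaign, cut at about 45% in these data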
#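 Material: GST/Flag-tagged HCV core106 proteins. Incubation: 4 h, 22.5 °C incubation. Read-out basis: inhibition (%) from 671 over 617 nm ratio. Measured by: TR-FRET, excitation 340 nm, emission 617 and 671 nm.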
# CTSL1 counter – counter-screen for PFM18AAP inhibitors: inhibitors of F. hepatica cathepsin L1. recombinant F. hepatica cathepsin L1, Z-Leu-Arg-MCA fluorescence. inhibition, % at 5.96 µM. 0.49% of 300,000 active. AID 1906;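 active = inhibition above the mean of all tested compounds plus 3 SD, set per screening campaign, cut at about 17% in these data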;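 note: 0% = plate median of test compound wells and 100% = 1 µM Z-Phe-Ala-diazomethylketone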
# Efflux pump inh – inhibitors of Candida antifungal efflux pumps expressed in yeast. 0.44% of 330,000 active. S. cerevisiae Candida pump triplex, Nile Red efflux. inhibition, % at 10 µM;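 active = plate passing quality check with inhibition over a set limit, or well fluorescence over plate mean plus 4 SD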;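 note: Nile Red retained in pooled yeast measured as flow cytometry median fluorescence; 0% = buffer negative control and 100% = Enniatin B positive control; higher means more Nile Red kept so more efflux inhibition; some compounds called inactive have numbers as strong as hits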
# LYPLA2 counter – LYPLA2 (human) inhibition in PME1 counter-screen. O95372. recombinant LYPLA2, FP-Rh probe fluorescence polarization. inhibition, % at 5.9 µM. 0.38% of 320,000 active. AID 2177;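 active = inhibition above the screen-wide mean plus 3 SD, limit set per campaign, cut at about 26% in these data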;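 note: 0% = LYPLA2 with DMSO and 100% = wells lacking LYPLA2 enzyme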
# Target sequence (O95372 whole entry, looked up): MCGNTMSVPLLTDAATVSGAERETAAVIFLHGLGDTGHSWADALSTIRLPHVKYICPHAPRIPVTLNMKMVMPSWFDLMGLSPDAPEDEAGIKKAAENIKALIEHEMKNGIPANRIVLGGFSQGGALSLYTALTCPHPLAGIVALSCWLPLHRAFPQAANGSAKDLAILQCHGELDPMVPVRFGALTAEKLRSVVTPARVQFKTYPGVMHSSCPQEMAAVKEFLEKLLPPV
# PP1 counter – blocks human PP1-alpha phosphatase, a PP5 counter-screen | AID 2235 | purified PP1alpha, OMFP fluorescence | inhibition, % at 6.7 µM | 0.9% of 320,000 active;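 active = inhibition above the mean inhibition of all tested compounds plus 3 SD, computed separately for each screening campaign, cut at about 15% in these data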
# * = called active by the depositor; / = no result given; & = joins results of further samples.
SMILES,TPT1 inh,GASC-1 inh,PREPL inhibitor,PP5 inh,core dimer inh,CTSL1 counter,Efflux pump inh,LYPLA2 counter,PP1 counter
COCCn1c(CN2CCN(C(=O)c3ccco3)CC2)nc2c1c(=O)n(C)c(=O)n2C,1,-20,21,-1.2,6,-5,0.0,-1,1
COC(=O)c1ccc(OCCn2cnc3ccccc3c2=O)cc1,-1,-7,6,0.8,5,2,0.0,6,-2
O=C(NNC(=O)c1ccc(-c2ccccc2)cc1)c1ccccc1,-1,4,-7,0.2,5,-8,-0.2,-3,3
C[C@@H]1C[C@H]2[C@@H]3CCC4=CC(=O)C=C[C@]4(C)[C@@]3(F)[C@@H](O)C[C@]2(C)[C@@]1(O)C(=O)CO,2,-15&9,1&3,-0.9&0.1,0,0,0.1&-0.1,2&-4,-5&-2
Cc1nc2ccccc2c(=O)n1CCc1ccc(O)cc1,-4,4,7,-2.1,-137,2,0.0,9,2
COc1ccc(N2CCN(CC(O)COCc3ccccc3)CC2)cc1 (stereo not given),1,0,1,-1.1,-3,-1,0.2,0,3
CN1CCN(C(=O)CCC(=O)NCc2ccc(F)cc2)CC1,-4,6,-1,0.3,-2,-1,-0.1,1,-1
COCCNC(=O)CN(C(=O)Cn1nnc2ccccc21)c1ccccc1C,7,-14,10,0.0,0,0,0.1,1,-3
C=CCn1c(Cc2ccc(OC)cc2)nnc1SCc1nc2ccccc2c(=O)[nH]1,2,-6,23,3.8,4,1,0.1,8,3
COc1cccc(/C=N/Nc2snc(SC)c2C#N)c1O,3,4,4,-0.6,-22,-1,-0.3,5,5
CN(Cc1c(C(=O)N/N=C/c2ccc(O)cc2)nnn1-c1nonc1N)c1ccccc1,1,-93,8,4.0,-6,13,-0.1,-7,0
O=C(C1CCCN1S(=O)(=O)c1ccc(Cl)cc1)N1CCCCC1 (stereo not given),-7,6,2,0.7,12,-2,-0.1,3,-4
O=C(O)c1ccn(Cn2cnc3ccccc32)n1,-1,-16,-3,0.5,-5,-2,-0.2,0,11
Cc1ccc(NC(=O)c2ccc([N+](=O)[O-])o2)cc1S(=O)(=O)N1CCOCC1,4,-13,11,0.1,0,8,0.1,0,-4
COc1ccc(C2C(C(=O)N3CCCC3)CC(=O)N2c2ccc(OC)cc2)cc1 (stereo not given),0,2,8,-1.3,4,6,0.3,-4,-1
O=C(c1ccco1)N1CCN(Cc2cccc(F)c2)CC1,-4,-2,5,-0.6,-1,6,0.0,3,-1
Cc1ccc(-c2cc(C(=O)NC3CCN(Cc4ccccc4)CC3)c3ccccc3n2)cc1,1,-3,-18,-0.4,-6,2,0.1,1,2
COC(=O)c1ccc(NC(=O)CN(c2ccc(OC)cc2)S(C)(=O)=O)cc1,-2,-6,-7,-2.0,1,0,-0.1,2,-4
COc1ccc(-c2c[n+](CC(=O)OC3CC(C)CCC3C(C)C)c3n2CCC3)cc1 (stereo not given),-1,5,24,-0.8,-2,-4,0.1,6,-3
COc1ccc(-c2cccc([C@H]3[C@@H]4C=CCC[C@@]4(C)C(=O)N3Cc3ccccc3)c2)cc1,-2,1,4,1.7,11,-1,0.1,-2,6
O=C(CCN1C(=O)c2ccccc2C1=O)N1CCC(c2ccccc2)C1 (stereo not given),0,2,-3,0.1,-2,1,0.1,0,-2
CCC(C)C(=O)Nc1nnc(SCC(=O)Nc2ccccc2F)s1 (stereo not given),-1,1,-4,-4.3,0,-5,0.0,-7,-1
Cc1ccc(N2CCN(S(=O)(=O)c3ccc(-n4cnnn4)cc3)CC2)c(C)c1,5,-23,-16,-0.1,6,2,0.2,3,9
C=CCn1c(SCC(=O)Nc2cccc(C)c2)nnc1-c1cnccn1,1,2,2,5.1,0,-3,0.0,-8,-6
CC(C)c1ccc(CNC(=O)C2CCCN2S(=O)(=O)c2ccccc2)cc1 (stereo not given),-1,1,8,-1.0,0,4,0.2,3,0
CN(C)/C=C/C(=O)c1ccccc1OCc1cnc(Cl)s1,1,-1,-4,-3.1,1,-1,0.1,4,-1
O=C(CCC(=O)N1CCSc2ccccc21)NCc1cccc(Br)c1,-1,14,-1,0.7,2,1,0.1,-5,-5
Cc1nc(CC(=O)N2CCN(c3cccc(C)c3C)CC2)cs1,-3,-21,18,1.2,-5,-4,-0.1,6,-2
Cc1c(CC(=O)NCCC(C)C)c(=O)oc2cc3c(cc12)CCC(C)(C)O3,1,7,14,-0.1,0,6,0.0,3,-2
CC1=C(C(=O)OC(C)C)C(c2ccc(N(C)C)cc2)C2=C(CC(C)(C)CC2=O)N1 (stereo not given),0,-3,-5,-0.5,4,-5,0.4,3,-3
CCSC1(SCC)N=C(N)C2(C#N)C(c3ccc(F)cc3)C12C#N (stereo not given),0,9,5,3.2,9,-1,-0.1,5,-1
COC(=O)c1c(O)c2ccccc2[nH]c1=O,-5,-3,13,-2.0,-3,1,0.0,-1,-1
CC1(C)CC(=O)C(C=NCCN2CCN(CC(=O)Nc3ccc(Cl)cc3)CC2)=C(O)C1,-4,-3,-2,-2.5,-4,1,0.0,5,-3
CCN(CC(=O)NCCc1ccc(Cl)cc1)Cc1nc2ccccc2c(=O)[nH]1,-1,1,-4,1.2,3,1,0.1,-2,-3
CCCn1nnc(NC(=O)c2cc(Br)ccc2OC)n1,0,-3,0,1.0,3,-5,0.0,2,-14
O=C(c1cc(COc2ccccc2)on1)N1CCCC(OCc2cccnc2)C1 (stereo not given),-5,-5,5,0.0,-4,1,-0.1,10,0
O=C(NCC1CCCO1)c1c(O)nc2sccn2c1=O (stereo not given),-4,-14,4,-0.1,-1,-2,0.0,1,0
COc1ccc(N(CC(=O)Nc2ccc(F)cc2F)S(=O)(=O)c2c(C)nn(C)c2C)cc1,3,-17,24,-0.2,0,4,0.3,3,0
Cc1oc2nc(SCC(=O)NCCCO)nc(N)c2c1C,2,4,4,2.0,-6,-3,0.1,1,-1
Cc1ccc(C)c(N2CCN(C(=O)CCS(=O)(=O)c3cccc4nonc34)CC2)c1,-1,6,11,-1.9,12,-22,0.2,-4,-3

# Single values from the list.
# C=CCn1c(SCC(=O)Nc2cccc(C)c2)nnc1-c1cnccn1 in LYPLA2 counter: -8
# CC(C)c1ccc(CNC(=O)C2CCCN2S(=O)(=O)c2ccccc2)cc1 (stereo not given) in TPT1 inh: -1

# Other results follow:
SMILES,TPT1 inh,GASC-1 inh,PREPL inhibitor,PP5 inh,core dimer inh,CTSL1 counter,Efflux pump inh,LYPLA2 counter,PP1 counter
CCC(C)(C)NC(=O)CN(C(=O)CCC(=O)Nc1nccs1)c1cccc(C)c1C,2,-26,4,-0.4,8,-1,0.0,-1,-5
COc1ccc(-c2noc3c2-c2nc(-c4c(F)cccc4F)sc2CC3)cc1,-2,-11,16,0.8,-8,-6,0.2,-3,5
COc1ccccc1-n1cc(-c2ccc(Br)cc2)[nH]c1=S,1,0,29,1.8,10,1,0.1,-4,7
CC1(C)CC(=O)C2=C(C1)Oc1ncn(CCCn3ccnc3)c(=N)c1C2c1ccccc1 (stereo not given),3,-4,13,-0.6,-3,5,0.0,2,-2
COc1ccccc1C=NC(CO)C(O)c1ccc([N+](=O)[O-])cc1 (stereo not given),-3,-11,7,-3.8,0,0,-0.1,3,-2
O=C(COC(=O)c1ccc(Cl)cc1O)NCCN1C(=O)CSC1=O,0,17,3,-2.0,5,-4,0.1,3,-4
O=c1[nH]c2ccc(S(=O)(=O)N3CCCCC3)cc2[nH]1,0,-3,2,0.2,-4,-2,-0.1,-2,-3
Cn1nc(NC(=O)C2CCC2C(=O)O)c2c(F)cccc21 (stereo not given),-1,1,0,-1.9,0,-5,0.0,3,-4
Cc1cc(Cl)ccc1OCC(=O)n1cc(C(=O)c2cc(Cl)ccc2O)cn1,4,6,-6,-1.1,4,0,-0.4,0,-2
O=C(CC(Sc1n[nH]c(-c2ccccc2)n1)c1ccccc1)NCc1ccccc1 (stereo not given),-2,4,-7,1.4,-4,5,0.1,3,-4
Cc1cc(N/N=C/c2ccc3c(c2)OCO3)nc2ccccc12,0,10,35,0.8,-2,1,0.0,-5,3
Nc1ccc(N2CCN(c3cccc(Cl)c3)CC2)cc1,3,0,26,1.5,-6,-1,-0.6,7,7
CC(OC(=O)CCCN=C1NS(=O)(=O)c2ccccc21)C(=O)Nc1ccccc1[N+](=O)[O-] (stereo not given),1,-5,3,1.1,0,-6,0.1,2,-1
CC1(OC(=O)c2cnc3ccccc3n2)C(=O)C=C2C=C(c3ccc(C#N)cc3)OC=C2C1=O (stereo not given),10,-5,3,-0.3,9,-3,0.3,-13,-4
COc1cc2[nH]c(=O)n(CCC(=O)NCc3cccnc3)c(=O)c2cc1OC,0,8,5,3.7,-4,0,-0.2,9,4
CCOC(=O)N1CCN(c2c(-c3ccc(C(C)C)cc3)c(=O)c2=O)CC1,0,-20,3,2.1,4,5,-0.1,-2,3
COc1ccc(NC(=O)c2cc(C)nc3ccccc23)c(OC)c1,0,-7,7,3.6,3,-1,0.0,1,3
Cc1sc2ncnc(Sc3ccccc3C(=O)Nc3ccc(C#N)cc3)c2c1C,0,4,3,-0.6,-3,3,0.0,1,1
O=C(Cc1ccccc1)N1CCc2ccccc21,-3,8,11,1.4,-5,-1,0.0,1,0
Cn1cc(CNCc2cn[nH]c2-c2ccc(F)cc2)c(-c2ccc3c(c2)OCCO3)n1,-2,-6,-7,1.1,7,-1,-0.1,-4,0
c1ccc(-n2nnnc2Oc2cccc3cccnc23)cc1,3,8,-5,1.0,-1,-3,0.1,-2,2
CCOC(=O)[C@@H]1[C@H]2COc3cc(OC)ccc3[C@@H]2N2C(=O)N(c3ccc(Cl)cc3)C(=O)[C@@]12C,2,0,-92,5.2,1,1,0.1,2,0
O=C(Oc1cccc(/C=N/Nc2nc(N3CCOCC3)nc(N3CCOCC3)n2)c1)c1ccco1,-5,3,12,2.4,3,-4,0.1,-1,-3
CCOc1ccc(NC(=O)C2=C(C)C(=O)OC23CCC(C)CC3)cc1 (stereo not given),3,13,-6,0.0,-7,2,0.2,-3,-3
CS(=O)(=O)N1CCN(c2ccccc2NC(=O)c2cc3ccccc3o2)CC1,5,11,18,2.8,3,1,0.1,-7,2
CN(CC(=O)Nc1ccncc1)S(=O)(=O)c1ccccc1,-1,3,8,1.4,-2,-5,0.1,6,-2
CCCN(CC(=O)Nc1ccccc1OC)C(=O)CC1CCCC1,/,3,0,1.8,/,/,0.1,6,-1
COC(=O)c1ccccc1NC(=O)Nc1nnc(N2CCCCC2C)s1 (stereo not given),6,-2,8,0.9,-4,-4,0.2,-7,-1
O=C(/C=C/c1ccccc1)Nc1ccc(Br)cn1,-1,/,-5,0.7,2,-4,-0.1,1,4
O=C(c1cnn2cccnc12)N1CCN(Cc2ccc3c(c2)OCO3)CC1,3,2,5,4.0,-1,-2,0.0,1,-5
CC(=O)c1ccc(COC(=O)Cc2ccc([N+](=O)[O-])cc2)cc1,-2,26,12,-0.6,8,1,-0.1,8,2

# Another view of part of the listing above.
# Results follow in this order: TPT1 inh | GASC-1 inh | PREPL inhibitor | PP5 inh | core dimer inh | CTSL1 counter | Efflux pump inh | LYPLA2 counter | PP1 counter
> CS(=O)(=O)N1CCN(c2ccccc2NC(=O)c2cc3ccccc3o2)CC1
  5 | 11 | 18 | 2.8 | 3 | 1 | 0.1 | -7 | 2
> O=C(c1cnn2cccnc12)N1CCN(Cc2ccc3c(c2)OCO3)CC1
  3 | 2 | 5 | 4.0 | -1 | -2 | 0.0 | 1 | -5
> CCOC(=O)[C@@H]1[C@H]2COc3cc(OC)ccc3[C@@H]2N2C(=O)N(c3ccc(Cl)cc3)C(=O)[C@@]12C
  2 | 0 | -92 | 5.2 | 1 | 1 | 0.1 | 2 | 0

# Some of the compounds tested; rates above refer to the full screens.
